# HSF1 inhib – HSF1 inhibition; NIH3T3-HGL HSE-luciferase, MG132-induced, luminescence 8 h; stronger effect = lower value; activity change, negative = inhibition, % at 7.5 µM (by protocol); actives 0.77% (n = 300,000); AID 2098;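 active means more than half of replicate wells show activity change below -50%, luminescence cut by over half; inconclusive means some wells, but at most half, below -50%; inactive means no replicate well below -50%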;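 further: luciferase reports HSF-1 transcriptional activity via heat shock element; 0% = median of DMSO wells and -100% = zero luminescence signal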
# HSP90 refold inh – inhibitors of HSP90 luciferase refolding in rabbit reticulocyte lysate | actives 0.91% (n = 290,000) | AID 1789 | luciferase refolding luminescence, 3 h | inhibition, % at 5.6 µM;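 active means inhibition above the screen-wide mean plus 3 SD, computed separately per campaign, cut at about 16% in these data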;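 further: 0% = DMSO wells and 100% = 60 µM geldanamycin wells; inhibitors lower the luminescence because luciferase stays unfolded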
# SKKanGAS inh – inhibitors of SKKanGAS S. pyogenes growth in kanamycin (SK-promoter or general growth effect) | BacTiter-Glo, 6 h | inhibition, % at 7.5 µM | actives 1.3% (n = 300,000);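 active means mean replicate score, as percent of positive control median, at least 50; inconclusive means mean below 50 but one replicate at or above 50; inactive means mean and every replicate below 50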;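 further: strain carries kanamycin resistance gene driven by streptokinase promoter and grows in 40 µg/ml kanamycin; loss of luminescence reflects streptokinase promoter inhibition or plain growth inhibition; 0% = median of DMSO wells and 100% = positive control at its reference dose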
# KLF5 inhibitor – kruppel-like factor 5 inhibition; inhibition, % at 5 µM; actives 0.23% (n = 290,000); DLD-1 KLF5 promoter-luciferase reporter, luminescence;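 active means inhibition above a per-plate limit of that plate's mean compound inhibition plus 3 SD, cut at about 60% in these data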;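 further: 0% = DMSO wells and 100% = LY294002 at 200 µM; higher means less KLF5 promoter-driven luciferase light; inactives centre near -14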
# HSF1 activator – increases HSF-1 driven luciferase reporter signal | activation, % at 9 µM | NIH3T3-HGL HSF-1 luciferase reporter, MG132, 8 h; 100% = twice DMSO control signal | actives 1.7% (n = 300,000) | AID 504408;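 active means mean replicate activation of at least 50% with a set share of replicates each reaching 50%; inconclusive means only one of those two conditions met; inactive means mean below 50% and too few replicates reaching it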;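 further: 0% = median of the neutral control wells and 100% = twice that signal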
# aSyn UTR inh – 5' untranslated region of α-synuclein, MLPCN primary screen; actives 0.82% (n = 300,000); alpha-synuclein 5'UTR reporter, inhibitor activity; inhibition, % (tested at 7.5 µM); in the data active means inhibition above about 60%; inconclusive means no clear call, values can overlap the other calls;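 further: H4 neuroglioblastoma cells stably carrying SNCA 5'UTR luciferase fusion; 0% = DMSO wells and 100% = positive control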
# HIF act – HIF pathway transcriptional activation; actives 0.32% (n = 300,000); activation, % at 7.5 µM (by protocol); U2OS HRE-luciferase reporter, luminescence; normalized: DMSO 0%, desferrioxamine 100%; AID 1910;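 active means mean activation of at least 10% of the iron chelator positive control signal, with at least half of replicates also reaching 10%; inconclusive means mean and replicate majority disagree about reaching 10%; inactive means mean and most replicates under 10%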
# IEC-6 cytotox – IEC-6 cytotoxicity, counter-screen for KLF5 inhibitors | inhibition, % at 5 µM | actives 0.78% (n = 290,000) | luminescence viability; in the data active means inhibition above about 22%;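 further: 0% = plate median of test compound wells and 100% = cytotoxic reference compound wells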
# AI-2 QS modul – modulates the Vibrio harveyi AI-2 quorum sensing system; Vibrio harveyi JMH597 AI-2 luminescence/OD600 ratio, 9 h; stronger effect = lower value; strain lacks LuxN and CqsS sensors; 0 = neutral-control median; actives 0.4% (n = 300,000); activity change, % at 7.5 µM; in the data active means activity change below about -75%, passing the limit was not always enough; inconclusive means no clear call, values can overlap the other calls;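 further: luminescence divided by OD600 gain over 9 h not by final OD600 alone; inactives centre near 13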
# Platelet DG rel – modulates dense granule release in human platelets; human platelet-rich plasma, SFLLRN dense granule ATP release, luminescence; inhibition, %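 (compounds screened at 7.5 µM in platelet-rich plasma)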; actives 0.22% (n = 300,000); AID 1663;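 active means mean replicate score, as percent of positive control, at or above 50; inconclusive means mean below 50 but at least one replicate at or above 50; inactive means mean and every replicate below 50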
# The depositor's hits bear a star; ? = inconclusive; . = no result given; & = joins results of further samples.
entry | compound | HSF1 inhib | HSP90 refold inh | SKKanGAS inh | KLF5 inhibitor | HSF1 activator
1 | CCCCC1C(=O)N(c2ccccc2)N(c2ccccc2)C1=O | -9 | 3 | 11 | -33 | 13
2 | COc1cc([C@H]2Oc3cc([C@H]4Oc5cc(O)cc(O)c5C(=O)[C@@H]4O)ccc3O[C@@H]2CO)ccc1O | -2 | -4 | 18 | -36 | -18
3 | CCCCOc1ccc(CC(=O)NO)cc1 | -43 | -3 | 3 | 0 | -54
4 | COC(c1ccccc1)(c1ccccc1)C(Oc1nc(C)cc(C)n1)C(=O)O (configuration not stated) | -6 | 3 | 0 | -49 | -5
5 | O=C(O)CNC(=O)c1ccccc1 | -1 | . | -2 | . | -4
6 | O=c1ccn([C@H]2C[C@H](O)[C@@H](CO)O2)c(=O)[nH]1 | -6 | . | 1 | . | -9
7 | Cc1cccc(C)c1NC(=O)C1CCCCN1C (configuration not stated) | 6 | 4 | 1 | 18 | 7
8 | COc1ccccc1OCCNCC(O)COc1cccc2[nH]c3ccccc3c12 (configuration not stated) | -1 | -1&2 | 5 | -4&-11 | 13
9 | C[C@@H]1C[C@H]2[C@@H]3C[C@H](F)C4=CC(=O)C=C[C@]4(C)[C@@]3(F)[C@@H](O)C[C@]2(C)[C@@]1(O)C(=O)COC(=O)C(C)(C)C | -48 | -2 | 0 | 4 | -55
10 | COc1ccc(CN2CCN(C(c3ccc(F)cc3)c3ccc(F)cc3)CC2)c(OC)c1OC | 2 | . | -4 | . | -9

entry | aSyn UTR inh | HIF act | IEC-6 cytotox | AI-2 QS modul | Platelet DG rel
1 | -7 | 0.0 | -6 | 8 | -11
2 | 2 | 0.0 | -1 | 4 | -2
3 | 17 | 0.4 | 0 | -6 | 2
4 | 8 | -1.6 | 0 | 9 | -4
5 | -13 | -0.2 | . | 3 | -2
6 | 1 | 0.0 | . | 13 | 1
7 | 13 | 0.1 | 3 | 22 | 0
8 | -13 | -0.6 | 6&7 | 8 | 0
9 | 25 | -0.3 | 6 | 14 | 4
10 | -3 | -0.6 | . | 33 | -1

# Sorted by molecular weight (lowest first): five of the compounds above
entry | compound | HSF1 inhib | HSP90 refold inh | SKKanGAS inh | KLF5 inhibitor | HSF1 activator
7 | Cc1cccc(C)c1NC(=O)C1CCCCN1C (configuration not stated) | 6 | 4 | 1 | 18 | 7
4 | COC(c1ccccc1)(c1ccccc1)C(Oc1nc(C)cc(C)n1)C(=O)O (configuration not stated) | -6 | 3 | 0 | -49 | -5
10 | COc1ccc(CN2CCN(C(c3ccc(F)cc3)c3ccc(F)cc3)CC2)c(OC)c1OC | 2 | . | -4 | . | -9
2 | COc1cc([C@H]2Oc3cc([C@H]4Oc5cc(O)cc(O)c5C(=O)[C@@H]4O)ccc3O[C@@H]2CO)ccc1O | -2 | -4 | 18 | -36 | -18
9 | C[C@@H]1C[C@H]2[C@@H]3C[C@H](F)C4=CC(=O)C=C[C@]4(C)[C@@]3(F)[C@@H](O)C[C@]2(C)[C@@]1(O)C(=O)COC(=O)C(C)(C)C | -48 | -2 | 0 | 4 | -55

entry | aSyn UTR inh | HIF act | IEC-6 cytotox | AI-2 QS modul | Platelet DG rel
7 | 13 | 0.1 | 3 | 22 | 0
4 | 8 | -1.6 | 0 | 9 | -4
10 | -3 | -0.6 | . | 33 | -1
2 | 2 | 0.0 | -1 | 4 | -2
9 | 25 | -0.3 | 6 | 14 | 4

# Next part:
entry | compound | HSF1 inhib | HSP90 refold inh | SKKanGAS inh | KLF5 inhibitor | HSF1 activator
11 | C/C=C(/C)C(=O)O[C@@H]1c2cc(OC)c(OC)c(OC)c2-c2c(cc3c(c2OC)OCO3)C[C@H](C)[C@]1(C)O | 6 | . | 3 | . | -2
12 | O=C(Nc1ccc(C(=O)O)c(O)c1)c1ccccc1 | 3 | 0 | 7 | -33 | 8
13 | C/C=C(/C)C(=O)OC1c2c(ccc3ccc(=O)oc23)OC(C)(C)C1OC(=O)/C(C)=C\C (configuration not stated) | 33 | -2 | 23 | -6 | 40
14 | COc1c(O)cc2c(c1O)[C@@H]1O[C@H](CO)[C@@H](O)[C@H](O)C1OC2=O (some centres not stated) | -1 | . | -2 | . | -7
15 | COc1ccc2ccc(=O)oc2c1 | 11 | 2 | 2 | -9 | 22
16 | CCCOC(=O)c1ccc(O)cc1 | -3 | . | 1 | . | -5
17 | COc1ccc2nc(NC(=O)Nc3ccccc3)sc2c1 | 7 | 13 | -16 | -76 | 31
18 | NNC(=O)CP(=O)(c1ccccc1)c1ccccc1 | 3 | . | 0 | . | -1
19 | O=c1cc(-c2ccc(O)cc2)oc2cc(O[C@@H]3O[C@H](CO)[C@@H](O)[C@H](O)[C@H]3O[C@@H]3OC[C@](O)(CO)[C@H]3O)cc(O)c12 | -5 | -3 | 1 | -23 | 3
20 | Cc1[nH]c2ccccc2c1/C=N/NC(N)=S | 1 | 8 | 20 | -12 | -6

entry | aSyn UTR inh | HIF act | IEC-6 cytotox | AI-2 QS modul | Platelet DG rel
11 | 5 | 0.2 | . | 21 | 0
12 | 9 | -0.7 | 0 | 13 | 11
13 | 29 | 0.4 | -2 | 7 | -1
14 | 16 | -0.1 | . | 22 | 2
15 | 29 | 0.0 | -2 | 25 | 0
16 | -18 | 0.4 | . | 14 | -2
17 | 6 | 1.2 | 0 | 19 | 0
18 | -10 | 0.0 | . | 37 | 0
19 | 17 | -1.2 | 9 | 7 | 11
20 | 8 | 0.6 | 7 | 13 | 8

# The list goes on.
entry | compound | HSF1 inhib | HSP90 refold inh | SKKanGAS inh | KLF5 inhibitor | HSF1 activator
21 | COC(=O)C1=CO[C@@H](OC2OC(CO)C(O)C(O)C2O)[C@@H]2[C@@H](C)[C@@H](O)C[C@H]12 (some centres not stated) | 5 | . | 5 | . | 6
22 | O=C(O)/C=C/c1ccc(O)cc1 | 3 | . | 2 | . | -10
23 | CNc1c2c(nn1C)CCCC2 | -6&-4 | 1&1 | 6&2 | -7&-33 | -3&-13
24 | Cc1cccc2c1NC(=O)/C2=C\C(=O)c1cccs1 | -3 | 3 | -3 | -19 | 20

entry | aSyn UTR inh | HIF act | IEC-6 cytotox | AI-2 QS modul | Platelet DG rel
21 | -40 | 0.1 | . | 12 | -11
22 | 17 | 0.1 | . | -17 | -6
23 | -9&-1 | ? | 6&-2 | -6&18 | -9&4
24 | -17 | 0.4 | -1 | 13 | 4

# In the list so far, 2 have a halogen.
entry | compound | HSF1 inhib | HSP90 refold inh | SKKanGAS inh | KLF5 inhibitor | HSF1 activator
9 | C[C@@H]1C[C@H]2[C@@H]3C[C@H](F)C4=CC(=O)C=C[C@]4(C)[C@@]3(F)[C@@H](O)C[C@]2(C)[C@@]1(O)C(=O)COC(=O)C(C)(C)C | -48 | -2 | 0 | 4 | -55
10 | COc1ccc(CN2CCN(C(c3ccc(F)cc3)c3ccc(F)cc3)CC2)c(OC)c1OC | 2 | . | -4 | . | -9

entry | aSyn UTR inh | HIF act | IEC-6 cytotox | AI-2 QS modul | Platelet DG rel
9 | 25 | -0.3 | 6 | 14 | 4
10 | -3 | -0.6 | . | 33 | -1

# Screens (PubChem)

# Only part of the results is shown (hit frequency here may not be typical).
